A549 viability: Nrf2 qHTS screen for inhibitors: counterscreen for cytotoxicity | AID 504648, 2011 | 390,000 tested, 0.16% active | Potency, µM (top dose mostly 46 µM), for the others: at the top dose activity change, negative = cytotoxicity, hits mostly inhibitors | A549 ARE-Fluc cells, CellTiter-Fluor viability, 18-24 h; further: on the % scale 0 is the no-effect control and ±100 the full control effect
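Cytotoxicity counterscreen: CellTiter-Fluor fluorescence was measured in A549 ARE_Fluc cells after 18-24 h of compound exposure in a concentration series. The subsequent BugLite luminescent read reports ARE-luciferase activity.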
Nrf2 inh: Nrf2 qHTS screen for inhibitors; A549 ARE-Fluc reporter, luciferase luminescence, 18-24 h; Potency, µM (titrated, usually from 46 µM), for inactives: at the highest dose activity change, negative = inhibition, most hits filed as inhibitors; 360,000 tested, 2.1% active; AID 504444, 2011; further: on the % scale 0 is the no-effect control and ±100 the full control effect; nearly all actives have a fitted effect of over 60% in size
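In this cell-based qHTS, ARE-driven firefly luciferase in A549 cells reports Nrf2 activity; the luminescent signal after BugLite lysis is the measured value, with a prior CellTiter-Fluor read for cell health.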
TGFb inhibitor: qHTS for Inhibitors of TGF-b; Potency, µM (series often up to 46.1 µM), without a hit: top-dose activity, negative = inhibition, usual class: inhibitors; HepG2 CAGA-GFP TGF-b/SMAD3 reporter, GFP fluorescence, 18 h; TGF-beta stimulated, 500 pg/mL final; 410,000 tested, 1.2% active; further: on the % scale 0 is the no-effect control and ±100 the full control effect; nearly all actives have a fitted effect of over 65% in size
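Read-out: total well GFP (ex488/em500-530) summed from mean per-cell fluorescence. Cells: HEPG2 CAGA-GFP, 1% FBS DMEM, 18 h at 37 degrees C with 500 pg/mL final TGF-beta. Unstimulated wells served as the full-inhibition control; stimulated DMSO wells = 0%.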
HepG2 tox: qHTS for Inhibitors of TGF-b: Cytotox Counterscreen | HepG2 CAGA-GFP viability, ATP luminescence, 18 h | Potency, µM (highest dose often 46.1 µM), inactives show at the top dose activity change, negative = cytotoxicity, usual class: cytotoxic | 410,000 tested, 0.76% active; further: some results filed as inactive show a strong effect at the top dose
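HepG2 CAGA-GFP cells (1000/well, DMEM with 1% FBS) received compound, then TGF-beta at 500 pg/mL final, and were incubated 18 hours at 37 degrees C. Viability was read by CellTiter-Glo luminescence. Media-only wells were set as complete cell-killing and DMSO as no toxicity.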
Starred values were filed as active, the others as inactive; ? = inconclusive; nt = no result given; [ ] = remark or other dose. The call rests on the fitted dose curve; in most records, active means well fitted curve in the direction sought with a large enough effect; inconclusive means small, poorly fitted or top-dose-only effect, or another doubt; inactive means no such curve, though single readings can be large; an effect the other way counts as inactive or inconclusive. Potency means the concentration at half of the fitted maximal effect. A portion of the library (hit frequency here may not be typical).

Compound,Nrf2 inh,TGFb inhibitor,HepG2 tox,A549 viability
O=C1c2ccccc2C(=O)N1c1cncc2ccccc12,21%,nt,nt,4%
O=C(NNc1cc(Cl)cc(Cl)c1)c1sccc1Cl,8%,nt,nt,1%
N#Cc1nc(Nc2cccc(F)c2)nc(NC2CCCC2)n1,?,nt,nt,?
N#Cc1nc(Nc2ccc3ccccc3c2)nc(NC2CCCC2)n1,-24%,nt,nt,-9%
Cc1ccsc1CN(C)c1ncnc2ccc(-c3ccc4c(c3)OCO4)cc12,0%,nt,nt,8%
COc1ccc(CCn2c3c(c(=O)[nH]c2=S)CN(C(C)C)CN3)cc1OC,?,nt,nt,-1%
N#Cc1nc(NCc2ccc(Cl)c(Cl)c2)c2ncn(CCCO)c2n1,?,nt,nt,-8%
COc1ccccc1-c1nnc2n1N=C(c1c(OC)cccc1OC)CS2,0%,nt,nt,1%
Cc1nc(CNc2ncnc3ccc(-c4ccc5c(c4)OCO5)cc23)cs1,?,nt,nt,0%
O=[S+]([O-])(c1c(F)cccc1F)N1CCN([S+](=O)([O-])c2c(F)c(F)c(F)c(F)c2F)CC1,-8%,nt,nt,-4%
N#Cc1nc(Nc2cc(F)cc(F)c2)c2ncn(CCCO)c2n1,14%,nt,nt,-5%
N#Cc1nc(Nc2cc(F)cc(F)c2)c2ncn(C3CCCC3)c2n1,?,nt,nt,-5%
CC(C)(C)OC(=O)NCc1nnc(-c2nc3ccccc3[nH]2)o1,14%,nt,nt,-4%
Cc1ccc(NS(=O)(=O)c2cc3c(cc2N(C)C)NC(=O)CC3)cc1C,-4%,nt,nt,4%
N=c1c2c(ccn1-c1ccccc1)Oc1ccc3ccccc3c1C2c1ccccc1 (centres undefined),16µM*,nt,nt,?
CC(=O)Nc1ccc(S(=O)(=O)Nc2ccc(C)c(C)c2)cc1,?,nt,nt,-1%
O=C(NCCCc1cnc[nH]1)NCCCN(Cc1ccc(Cl)c(Cl)c1)c1ccc(Br)cn1,10%,nt,nt,-1%
COc1ccc(C2=Nn3c(nnc3-c3ccccc3OC)SC2)cc1,?,nt,nt,-9%
COc1ccc(-c2nnc3n2N=C(c2ccccc2OC)CS3)cc1OC,-19%,nt,nt,-2%
CC1(C)CCc2cc(S(=O)(=O)N3CCN(c4nc(-c5cccs5)nc5ccccc45)CC3)ccc2O1,4%,nt,nt,0%
COc1cccc(C2c3c(ncn(-c4ccc(C(C)(C)C)cc4)c3=N)Oc3ccc4ccccc4c32)c1 (centres undefined),?,nt,nt,-6%
COc1cccc(C2=Nn3c(nnc3-c3ccccc3OC)SC2)c1,22%,nt,nt,-4%
COc1ccc(C2Nc3ccccc3C(=O)N2Cc2ccco2)cc1COc1cccc(NC(C)=O)c1 (centres undefined),?,nt,nt,-12%
Cc1cc2c(s1)c1cnn(Cc3c(C)cc(F)cc3C)c(=O)c1n2C,7%,nt,nt,3%
Cc1cc2c(s1)c1cnn(Cc3ccc(Cl)c(Cl)c3)c(=O)c1n2C,13%,nt,nt,0%
c1ccc(Nc2nc(NCc3ccco3)nc3nccnc23)cc1,3%,nt,nt,9%
O=S(=O)(Cc1ccccc1)N1CCN(c2nc(-c3cccs3)nc3ccccc23)CC1,?,nt,nt,-4%
O=C(OCC#CCSc1nnc(-c2cccc3ccccc23)o1)c1csc2ccccc12,22%,nt,nt,1%
C=Cc1cc(F)c(S(=O)(=O)N2CCN(S(=O)(=O)c3ccc4c(c3)OCCO4)CC2)cc1F,-20%,nt,nt,1%
COc1ccccc1NC(=O)C(OC(=O)CNC(=O)c1ccccc1)c1ccccc1 (centres undefined),13%,nt,nt,-1%
Cc1cc2c(s1)c1cnn(Cc3ccc(F)c(F)c3)c(=O)c1n2C,13%,nt,nt,-2%
CCC(=O)NC(c1ccc(C)s1)c1cc(Cl)c2cccnc2c1O (centres undefined),2%,nt,nt,-7%
Cc1ccc(S(=O)(=O)N(C)CCN(C)c2nc(-c3cccs3)nc3ccccc23)cc1,-2%,nt,nt,11%
Cc1ccc(S(=O)(=O)N2CCN(c3nc(-c4cccs4)nc4nc[nH]c34)CC2)cc1,-23%,nt,nt,12%
COc1ccc(S(=O)(=O)NC2CCN(C#N)CC2)cc1,1%,nt,nt,-5%
Cc1ccc(CN2[C@H]3CCCC[C@@H]3OCCS2(=O)=O)cc1,nt,-3%,8%,nt
O=c1[nH]c(=S)c2n[nH]nc2[nH]1,nt,3%,19%,nt
C=C1C=C(C(F)F)n2ncc(C(=O)NCCc3ccccc3OC)c2N1,nt,-2%,10%,nt
C[N+]1(CC(=O)c2ccc(I)cc2)CCCc2ccccc21 (centres undefined),nt,-14%,-41%,nt
CCC[n+]1c(/C=C/c2c(OC)cc(OC)cc2OC)ccc2ccccc21,nt,49%[activator],-37%,nt
Cc1cccc(OCC(=O)Nc2ccc(O)c(-c3nc4ccccc4o3)c2)c1,nt,5%,6%,nt
C=C1C=C(C(F)F)n2ncc(C(=O)Nc3cccc(CC)c3)c2N1,nt,19%,23%,nt
Nc1[nH]c(=S)[nH]c(=O)c1N=O,nt,5%,-26%,nt
CN(C)CCNc1cc(N2CCN(C)CC2)ncn1,nt,15%,-23%,nt
COC(=O)c1ccccc1NC(=O)COc1ccccc1C(=O)Nc1ccccc1,nt,?,-27%,nt
CCCCCCC[n+]1ccc(/C=C/c2c(C)[nH]c3ccccc23)c2ccccc21,nt,13µM*,-114%,nt
CCOc1ccc(/C=C/c2ccnc3ccccc23)cc1OCC,nt,?,-62%,nt
Cc1c(/C=C/c2ccnc3ccccc23)ccc(N(C)C)c1C,nt,?,-43%,nt
CN(C)c1ccc(/C=C/C=C/c2ccnc3ccccc23)cc1,nt,63%[activator],-45%,nt
Brc1ccc[n+](CCc2ccccc2)c1,nt,17%,-21%,nt

Next part:
Compound,Nrf2 inh,TGFb inhibitor,HepG2 tox,A549 viability
CNc1c(Br)cc(C(O)C2=CCc3ccccc32)cc1Br (centres undefined),nt,-25%,-37%,nt
CN(C)CCCCCCNc1nccc(N2CCN(C)CC2)n1,nt,3%,-38%,nt
O=C(O)c1ccc(NC(=O)c2cc3c([nH]c2=O)CCCC3=O)cc1,nt,13%,-15%,nt
OCc1nc2ccccc2[nH]1,nt,-1%,-9%,nt
C=C1NN(CC#N)C(=O)N1c1ccc(OCc2ccccc2)cc1,nt,7%,-13%,nt
CSc1ccc(/C=C2\C=Cc3ccccc32)cc1,nt,4%,1%,nt
Cc1ccccc1NC(=O)c1ccccc1OCC(=O)Nc1ccc(Br)cc1,nt,?,-2%,nt
Cc1cccc(Cn2cnc3c(cnn3C(C)(C)C)c2=O)c1,nt,?,-66%,nt
O=C(COc1ccccc1C(=O)Nc1ccccc1)Nc1ccccc1Br,nt,-25%,-5%,nt
CCCCCc1cc[n+](CC(=O)c2ccccc2)cc1,nt,0%,-32%,nt

Three entries from above, with two lines to a compound:
The line under a structure holds: Nrf2 inh | TGFb inhibitor | HepG2 tox | A549 viability
Cc1cccc(Cn2cnc3c(cnn3C(C)(C)C)c2=O)c1
  nt | ? | -66% | nt
OCc1nc2ccccc2[nH]1
  nt | -1% | -9% | nt
C=C1NN(CC#N)C(=O)N1c1ccc(OCc2ccccc2)cc1
  nt | 7% | -13% | nt

(continued)
Compound,Nrf2 inh,TGFb inhibitor,HepG2 tox,A549 viability
CN(C)c1ccc(/C=C/c2ccnc3ccccc23)cc1O,nt,98%[activator],-50%,nt
O=C(COC(=O)c1ccccc1OCCOc1ccccc1)Nc1ccc(Br)cc1,nt,-1%,-1%,nt
OC(Br)C(O)C(O)N1CCCc2ccccc21 (centres undefined),nt,-22%,-10%,nt
COc1ccc(/C=C/c2ccc3ccccc3[n+]2C)c(OC)c1OC,nt,-1%,-26%,nt
CC(=O)C[C@H]1c2cc(F)cc(F)c2S(=O)(=O)N1C1CCN(Cc2ccccc2)CC1,nt,-20%,3%,nt
COc1cc(/C=c2\[nH]c(=O)/c(=C/c3cc(OC)c(OC)c(OC)c3)[nH]c2=O)cc(OC)c1OC,nt,2%,5%,nt
CN(C(=O)COc1ccccc1C(=O)Nc1ccccc1)c1ccccc1,nt,?,-26%,nt
O=c1[nH]c(=O)n([C@@H]2O[C@H](CO)[C@@H](O)[C@H]2O)cc1F,nt,39%[activator],-50%,nt
CCOC(=O)c1cc(C#N)c(SC(C(=O)N2CCCCC2)c2ccccc2)nc1C (centres undefined),nt,-9%,-7%,nt
CN(C)c1ccc(-c2c3ccccc3nc3ccccc23)cc1,nt,3%,1%,nt

Look-ups from the results shown:
Entry for COc1ccc(/C=C/c2ccc3ccccc3[n+]2C)c(OC)c1OC under TGFb inhibitor: -1%
Entry for CN(C)c1ccc(-c2c3ccccc3nc3ccccc23)cc1 under HepG2 tox: 1%

A second format for part of the listing above:
Second line of a record: Nrf2 inh	TGFb inhibitor	HepG2 tox	A549 viability
CN(C(=O)COc1ccccc1C(=O)Nc1ccccc1)c1ccccc1
    nt	?	-26%	nt
O=c1[nH]c(=O)n([C@@H]2O[C@H](CO)[C@@H](O)[C@H]2O)cc1F
    nt	39%[activator]	-50%	nt
CCOC(=O)c1cc(C#N)c(SC(C(=O)N2CCCCC2)c2ccccc2)nc1C (centres undefined)
    nt	-9%	-7%	nt
CN(C)c1ccc(-c2c3ccccc3nc3ccccc23)cc1
    nt	3%	1%	nt

Additional entries:
Compound,Nrf2 inh,TGFb inhibitor,HepG2 tox,A549 viability
COc1cc(OC)c(OC)cc1/C=C/c1ccc2ccccc2[n+]1C,nt,-3%,-32%,nt
COc1ccc(CCC(=O)NO)cc1,nt,27%,4%,nt
Nc1cccc(/C=C2\C=Cc3ccccc32)c1,nt,11%,1%,nt
Nc1nc(N)c2c(OCc3ccc(C(F)(F)F)cc3)cccc2n1,nt,?,-58%,nt
COc1ccc(CN2[C@@H](CC(=O)O)c3ccc(C(F)(F)F)cc3S2(=O)=O)cc1,nt,9%,53%,nt
O=[N+]([O-])c1ccc(/C=C2\C=Cc3ccccc32)cc1,nt,3%,-9%,nt
CC(=O)ON(C(C)=O)c1ccc(/C=C2\C=Cc3ccccc32)cc1,nt,-20%,-30%,nt
COc1ccc(OC)c(/C=C/c2c3ccccc3cc[n+]2C)c1,nt,-8%,-9%,nt
Cc1cnc2ccccc2c1C,nt,-17%,-6%,nt
CCCN(CCC)c1ccc(/C=C/c2ccnc3ccccc23)cc1,nt,217%[activator],10µM*,nt
COc1cccc(Cn2cnc3c(cnn3C(C)(C)C)c2=O)c1,nt,-8%,-25%,nt
C(=C\c1ccnc2ccccc12)/c1cc2c3c(c1)CCCN3CCC2,nt,-30%,-43%,nt
COc1cc(OC)c(/C=C/c2ccc3ccccc3n2)c(OC)c1,nt,?,-33%,nt
COc1cc(OC)c(OC)cc1/C=C/c1ccc2ccccc2n1,nt,1%,-16%,nt
Cc1ccccc1CN1[C@H](C)[C@H](c2ccccc2)OCCS1(=O)=O,nt,?,-6%,nt
COC(=O)c1ccc(NC(=O)c2nc(SCc3ccccc3F)ncc2Cl)cc1,nt,-1%,4%,nt
Brc1cc(Br)c[n+](CCc2ccccc2)c1,nt,2%,6%,nt
CC(C)(C)n1ncc2c(=O)n(Cc3cccc(C(F)(F)F)c3)cnc21,nt,?,-20%,nt
